PhoP GFP inhibition – Inhibition of PhoP regulon, Salmonella typhi GFP reporter cells, confirmation, 4 h (AID 1850); Salmonella Typhi PhoP-promoter GFP reporter, fluorescence, 4 h; higher % means a stronger effect; 0.33% of 310,000 active; inhibition, % at 50 µM, or IC50 in µM where a hit was titrated; in the data active means a potency from the dose series; inconclusive means inhibition mostly from about 25% at the one dose, without a potency; inactive means the rest, 99 in 100 with inhibition below about 19%;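 further: 0% = induced wells with vehicle and 100% = uninduced wells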
influenza NS1A – NS1A inhibition, H1N1 influenza, cell based functional assay (AID 504329) | 0.3% of 340,000 active | NS1A functional cell-based assay, percent inhibition; higher % means a stronger effect | inhibition, % at 12.5 µM; hits with a dose series show IC50 in µM; in the data active means a potency from the dose series; inconclusive means inhibition above about 27% without an active follow-up result; further: strong numbers were not always called active
M. tuberculosis – growth inhibition of non-replicating M. tuberculosis (AID 488890); 0.39% of 320,000 active; Mycobacterium tuberculosis non-replicating, growth inhibition; higher % means a stronger effect; inhibition, % at 25 µM; hits with a dose series show IC50 in µM; in the data active means a potency from the dose series; inconclusive means inhibition mostly from about 82% at the one dose, without a potency; inactive means the rest, 99 in 100 with inhibition below about 76%;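 further: plate controls were DMSO cells for no effect and high antibiotic wells for full effect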
inhibitors of VEEV – inhibitors of VEEV TC-83 cytopathic effect, confirmation, Vero cells (AID 588727) | Vero cells, VEEV TC-83 cytopathic effect inhibition; higher % means a stronger effect | one-dose inhibition, % at 20 µM; IC50 in µM for titrated hits | 0.13% of 350,000 active; in the data active means a potency from the dose series; inconclusive means inhibition mostly from about 14% at the one dose, without a potency; inactive means the rest, 99 in 100 with inhibition below about 12%; further: strong numbers were not always called active
H37Rv inhibition – M. tuberculosis growth inhibition, HTS (AID 449762); M. tuberculosis H37Rv growth inhibition, 7H9 media; higher % means a stronger effect; inhibition, % at 25 µM, or IC50 in µM where a hit was titrated; 0.59% of 330,000 active; in the data active means a potency from the dose series; inconclusive means inhibition above about 70% without an active follow-up result;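 further: bacterial growth assessed after seven days of incubation; strong numbers were not always called active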
inhibitors of VEEV 10K pilot screen – recorded beside inhibitors of VEEV, whose call it bears; inhibition, %; measured here: 10K pilot screen inhibition
* hit, by the source's call; i = inactive; ? = inconclusive; / = not tested or not shown.

SMILES	PhoP GFP inhibition	influenza NS1A	M. tuberculosis	inhibitors of VEEV	H37Rv inhibition	others
COc1cc(C(=O)OC2CSCC2NC(=O)c2ccccc2)cc(OC)c1OC (stereo not drawn)	-3%	-7%	-10%	1.0%	1%
COc1ccc2cc(C(=O)Nc3ccc(O)cc3)sc(=O)c2c1OC	-3%	3%	22%	0.7%	0%
COc1ccccc1CNC(=O)/C=C/c1ccc(S(=O)(=O)NCc2ccco2)cc1	-10%	-2%	35%	2.7%	4%
S=C(NCc1cccc(Cl)c1)NC1CCCCC1	-2%	-6%	59%	3.0%	8%
O=C(CN1CCN(S(=O)(=O)c2ccccc2)CC1)N1CCCCC1	/	-17%	-1%	0.1%	-3%
Cc1ccc(/C=C/c2nnc(-c3cccs3)o2)cc1	-11%	-20%	62%	i	55%
COc1ccc(/C=N\NC(=O)c2cc(OCC(F)(F)F)ccc2OCC(F)(F)F)cc1	8%	0%	-14%	i	-4%
Cc1ccc(NC(=O)c2cc(-c3ccccc3)nn2-c2ccccc2)cc1	0%	7%	72%	0.8%	1%
CN1C2CCC1CC(NC(=O)c1ccc(Cl)cc1)C2 (stereo not drawn)	-4%	0%	4%	0.3%	-8%
Cc1nn2c(-c3ccc(Cl)cc3)nnc2s1	-3%	4%	13%	1.5%	-18%	inhibitors of VEEV 10K pilot screen=0.8
c1ccc(CCNc2ccc3c(c2)Cc2ccccc2-3)nc1	/	6%	/	39%	/
O=c1[nH]n(Cc2ccccc2)c(=O)c2ccccc12	-8%	26%	14%	5.6%	-4%
CCCCN1CCN=C1Nc1ccccc1	3%	-3%	5%	i	-8%
COc1ccccc1N(C)S(=O)(=O)c1ccc(Cl)c(C(=O)NCc2ccco2)c1	/	11%	4%	i	5%
O=C(NCc1ccc2c(c1)OCO2)c1cc(-n2cnnc2)ccc1Cl	-9%	0%	13%	i	-15%
Cc1ccccc1OCC(=O)OCC(=O)NCc1ccccc1Cl	/	1%	3%	1.4%	2%
COC(=O)C(O)(CC(=O)Nc1ccc(OC)cc1)C(F)(F)F (stereo not drawn)	3%	-8%	-2%	5.4%	-2%
Cc1cc(C(=O)NC2CCCCC2)c(C)o1	-2%	7%	-3%	0.5%	2%
CCOC(=O)C1C2C=CC3(CN(C4CCCC4)C(=O)C13)O2 (stereo not drawn)	4%	8%	-6%	1.6%	1%
CC1(C)CC[C@]2(C(=O)O)CC[C@]3(C)C(=CCC4[C@@]5(C)CC[C@H](O)C(C)(C)C5CC[C@]43C)C2C1 (stereo partly drawn)	-12%	-7%	18%	0.1%	2%	inhibitors of VEEV 10K pilot screen=0.0
CCc1ccc(OCC(=O)N2CCc3ccccc32)cc1	5%	-4%	32%	1.6%	-2%
CN(C)c1ccnc2sc3c(=O)n(Cc4ccccc4)cnc3c12	1%	4%	27%	8.6%	-9%
Cc1c(C(=O)Nc2cc(F)ccc2F)sc2nc3n(c(=O)c12)CCCCC3	12%	-8%	5%	1.3%	6%
Cc1ccnc(NS(=O)(=O)Cc2ccccc2)c1	-2%	-1%	2%	1.6%	-8%
Cc1cccc(C)c1NC(=O)C(NC(=O)c1ccccn1)c1ccccc1[N+](=O)[O-] (stereo not drawn)	-3%	2%	6%	0.4%	-4%
Cc1ccc(-c2csc(NC(=O)CN3CCC(C(N)=O)CC3)n2)cc1	-3%	-2%	-2%	i	2%
COCCNC(=S)Nc1ccc([N+](=O)[O-])cc1C	2%	-7%	71%	0.9%	-4%
Cc1cnc(C(=O)N2CCCC(N3CCN(c4ccccc4F)CC3)C2)cn1 (stereo not drawn)	/	2%	/	2.5%	/
Nc1c(C(=O)c2ccccc2)sc2c1c(=O)[nH]c(=O)n2-c1ccccc1	-5%	-1%	/	2.1%	-4%
CN1CCN(C(=O)c2cnn(-c3ccccc3)c2NC(=O)c2ccccc2Br)CC1	-7%	-9%	-3%	i	-6%
CC(C)[C@H](NC(=O)c1ccco1)C(=O)OCC(=O)Nc1ccc(Cl)c(S(=O)(=O)N(C)C)c1	-2%	-7%	-10%	3.4%	-5%
Cc1cc(N2CC34C=CC(O3)C(C(=O)O)C4C2=O)no1 (stereo not drawn)	-9%	12%	-13%	0.4%	-9%
CN(C)/C=C/C(=O)c1ccccc1F	6%	-18%	2%	i	-4%
CCOC(=O)C1CCN(S(=O)(=O)c2ccc(OC)c(Cl)c2Cl)CC1	3%	8%	50%	0.9%	11%
CCCNC(=O)Cn1nc(C(F)(F)F)cc1C	3%	3%	-6%	0.4%	-3%
CCC1COCCS(=O)(=O)N1Cc1ccc(C)cc1 (stereo not drawn)	4%	7%	-1%	0.3%	-3%
FC(F)(F)Oc1ccc(NC2=NCCCS2)cc1	3%	-6%	29%	0.4%	-2%
COc1ccccc1NC(C)=O	-15%	2%	-11%	1.2%	7%
CC(=O)NC(=O)Nc1sc(=S)n(C)c1C	-10%	0%	0%	0.8%	-4%
Cc1ccccc1-n1c(SCC(=O)N/N=C/c2sccc2C)nc2ccccc2c1=O	-7%	-6%	13%	0.5%	?
CC(=O)c1ccccc1NC(=O)CSc1nnc2ccccn12	12%	/	-8%	/	-8%
CCOc1cc2c(cc1O)C(=NO)CC1C2CCC2(C)C(O)CCC12 (stereo not drawn)	/	-2%	/	37%	/
COc1cc(NCC(=O)Nc2cccc(S(=O)(=O)N3CCCCC3)c2)cc(OC)c1OC	/	11%	34%	2.4%	-5%
Cc1nc2ccc(NC(=O)N3CCC(c4ccccc4)C3)cc2nc1C (stereo not drawn)	6%	0%	17%	8.8%	36%
Cc1ccc(C(C(=O)NCc2ccccc2)N(Cc2cccs2)C(=O)c2ccc3c(c2)OCCO3)cc1 (stereo not drawn)	-6%	3%	39%	5.8%	8%
CCOC(=O)c1c(CN2CCN(c3ccccc3)CC2)oc2ccc(O)cc12	-5%	5%	/	10%	-12%
CCn1cc(Cl)c(C(=O)NNC(=O)CCn2ccc([N+](=O)[O-])n2)n1	1%	-13%	1%	1.0%	-4%
COc1ccc(S(=O)(=O)N2CCOCC2)cc1NC(=O)Cc1c(F)cccc1Cl	/	-6%	-2%	0.5%	-10%
CC(C)Oc1ccc(S(=O)(=O)N2CCOCC2)cc1NC(=O)CN1C(=O)c2ccccc2C1=O	/	-9%	/	2.1%	/
Cc1sc2ncnc(N/N=C/c3cccc(O)c3)c2c1C	0%	1%	3%	10%	-2%
(cont.)
SMILES	PhoP GFP inhibition	influenza NS1A	M. tuberculosis	inhibitors of VEEV	H37Rv inhibition	others
CC(C)CN(C(=O)COC(=O)COc1ccc2c(c1)CCC2)c1c(N)n(Cc2ccccc2)c(=O)[nH]c1=O	-1%	-4%	4%	2.7%	40%
CC(C)(CO)CNC(=O)CCc1nnc(Cc2ccc(-c3ccccc3)cc2)o1	3%	-3%	9%	3.4%	1%
CCOc1ccccc1OCCCC(=O)N1CCN(S(=O)(=O)c2ccc(C)cc2C)CC1	/	-6%	23%	1.2%	-7%
Cc1cccc(/C=C/c2nc3ccccc3c(=O)n2Cc2ccccc2)c1	-8%	-5%	78%	1.4%	36%
Cc1cc(C(=O)NCCN2CCCCC2C)n(-c2ccccc2)n1 (stereo not drawn)	2%	-3%	/	1.3%	5%
NC1=C([N+](=O)[O-])C(c2ccc(F)cc2)C2=C(CCCC2=O)O1 (stereo not drawn)	-1%	-1%	2%	i	-1%
Clc1ccc(-n2nnnc2CN2CCCCC2)cc1Cl	7%	-4%	12%	i	6%
O=C(CSc1nc(O)cc(=O)[nH]1)Nc1ccc2c(c1)CCC2	5%	0%	28%	1.5%	58%
CC#CCN1c2ccccc2[C@]23C[C@@H](C(=O)OC)N(C(=O)c4cc(C)oc4C)C2=NC(C(=O)OC)=C(C(=O)OC)[C@H]13	2%	-8%	22%	9.5%	6%
CC(=O)c1cccc(NC(=O)C2CCN(C(=O)c3ccccc3Cl)CC2)c1	-7%	-21%	-6%	0.6%	1%
c1ccc(Nc2nnc(-c3cccnc3)s2)cc1	7%	-7%	-17%	0.1%	3%
O=C(Cn1nnc2ccccc2c1=O)NCCc1ccccc1	-28%	-1%	-15%	0.2%	2%
N#CC1=C(N)OC2=C(C(=O)CCC2)C12C(=O)N1CCCc3cccc2c31 (stereo not drawn)	3%	4%	-3%	0.7%	2%
Nc1cc2c(cc1C(=O)c1ccccc1)OCCO2	-2%	6%	-8%	i	1%
CN(C)S(=O)(=O)c1ccc(C(=O)Nc2nc3ccccc3[nH]2)cc1	3%	-21%	-4%	7.4%	-2%
COCCCN(C(=S)Nc1c(C)cc(C)cc1C)C(C)c1ccncc1 (stereo not drawn)	-7%	-2%	-8%	0.4%	5%
O=C(NC(=S)Nc1ccccn1)c1cncc(Br)c1	-5%	-3%	-16%	0.6%	9%
O=C1/C(=C/c2ccccc2F)SC(=S)N1CCC(=O)N1CCCCC1CCO (stereo not drawn)	-4%	5%	65%	24%	44%
CCCCCC(=O)Nc1ccccc1N1CCOCC1	1%	-2%	59%	i	8%
O=C1OCCC1Sc1nc2ccccc2c(=O)n1-c1ccc(F)cc1 (stereo not drawn)	5%	2%	0%	i	3%
COc1ccc(NC2CCCN(C(=O)c3ccc4nccnc4c3)C2)cc1OC (stereo not drawn)	-7%	-6%	-17%	4.4%	-3%
CCN(Cc1ccncc1)C(=O)C(CO)c1ccccc1 (stereo not drawn)	1%	5%	0%	1.4%	45%
CC(=O)c1nn(-c2cccc(Br)c2)cc1C(=O)c1ccco1	-10%	1%	4%	3.5%	7%
O=C(Cn1c(=O)cnc2ccccc21)Nc1ccccc1N1CCOCC1	2%	0%	1%	0.3%	-2%
Cc1cc2ncn(S(=O)(=O)N3CCOCC3)c2cc1C	10%	4%	13%	0.4%	5%
CCCC(CNC(=O)COC(=O)C1=NNC(=O)CC1)c1ccc(Cl)cc1Cl (stereo not drawn)	/	-23%	-2%	1.7%	4%
Fc1ccc(Oc2ccc3nnc(C(F)(F)F)n3n2)cc1	8%	4%	-3%	0.8%	4%
Cc1ccc(C(=O)OCC(=O)N(C)C2CCS(=O)(=O)C2)cc1[N+](=O)[O-] (stereo not drawn)	3%	0%	4%	i	10%

In the list so far, these have a Cl atom.
SMILES	PhoP GFP inhibition	influenza NS1A	M. tuberculosis	inhibitors of VEEV	H37Rv inhibition	others
S=C(NCc1cccc(Cl)c1)NC1CCCCC1	-2%	-6%	59%	3.0%	8%
CN1C2CCC1CC(NC(=O)c1ccc(Cl)cc1)C2 (stereo not drawn)	-4%	0%	4%	0.3%	-8%
Cc1nn2c(-c3ccc(Cl)cc3)nnc2s1	-3%	4%	13%	1.5%	-18%	inhibitors of VEEV 10K pilot screen=0.8
COc1ccccc1N(C)S(=O)(=O)c1ccc(Cl)c(C(=O)NCc2ccco2)c1	/	11%	4%	i	5%
O=C(NCc1ccc2c(c1)OCO2)c1cc(-n2cnnc2)ccc1Cl	-9%	0%	13%	i	-15%
Cc1ccccc1OCC(=O)OCC(=O)NCc1ccccc1Cl	/	1%	3%	1.4%	2%
CC(C)[C@H](NC(=O)c1ccco1)C(=O)OCC(=O)Nc1ccc(Cl)c(S(=O)(=O)N(C)C)c1	-2%	-7%	-10%	3.4%	-5%
CCOC(=O)C1CCN(S(=O)(=O)c2ccc(OC)c(Cl)c2Cl)CC1	3%	8%	50%	0.9%	11%
CCn1cc(Cl)c(C(=O)NNC(=O)CCn2ccc([N+](=O)[O-])n2)n1	1%	-13%	1%	1.0%	-4%
COc1ccc(S(=O)(=O)N2CCOCC2)cc1NC(=O)Cc1c(F)cccc1Cl	/	-6%	-2%	0.5%	-10%
Clc1ccc(-n2nnnc2CN2CCCCC2)cc1Cl	7%	-4%	12%	i	6%
CC(=O)c1cccc(NC(=O)C2CCN(C(=O)c3ccccc3Cl)CC2)c1	-7%	-21%	-6%	0.6%	1%
CCCC(CNC(=O)COC(=O)C1=NNC(=O)CC1)c1ccc(Cl)cc1Cl (stereo not drawn)	/	-23%	-2%	1.7%	4%

High-throughput results from PubChem.
